# XiGFP reactiv: activators of inactive X chromosome reactivation, primary screen, imaging, XiGFP fibroblasts, GFP high-content imaging, set 2; activation, % at 7.58 µM; XiGFP mouse fibroblasts, % GFP-positive cells imaging, 3 d; cells co-treated with 5-aza-dC sensitizer; scaled so ellipticine positive control = 100%; 360,000 compounds, 0.055% hits;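 active = mean normalized replicate activation at least 10% and every replicate at or above 10%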;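 note: 0% = median of on-plate neutral control wells and 100% = ellipticine 6 µM median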
#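 Schedule: 3 d treatment, 15 min room-temperature fixation; system: 68-5-11 XiGFP fibroblast line; buffer or medium: DMEM plus 5-aza-dC sensitizer; control set: ellipticine 6 µM positive control; compound: one concentration, pinned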
# FN deposition inh: inhibitors of fibronectin matrix deposition, primary screen, AH1F cells, Alexa488-fibronectin fluorescence, plate reader; AH1F fibroblasts, overnight; inhibition, % at 12.6 µM; 350,000 compounds, 0.086% hits;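 active = mean inhibition across replicates of 30% or more, regardless of how many single replicates reach that level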;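 note: positive control wells lacked labelled fibronectin entirely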
#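 Material: AH1F fibroblasts assembling fluorescent fibronectin matrix; amount: 10000 AH1F cells/well; medium: DMEM, 2% serum; reagent: Alexa488-fibronectin, 24 nM final in well; dosing: single compound dose, delivered by pin transfer; incubation: 1 h adhesion, overnight exposure; detection: fluorescence after three HBSS washes, excitation 485 nm, emission 525 nm; measure: fibronectin deposition inhibition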
# E-selectin induc: E-selectin induction in HUVECs, primary screen, imaging, HUVEC, immunofluorescence imaging, single point | activation, % at 7.58 µM | P16581 | 260,000 compounds, 0.37% hits | AID 686992, 2013 | normalized: neutral wells 0, TNF-alpha wells 100;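 active = mean E-selectin-positive cell signal at least 10% of the positive control, reached in at least 60% of replicates, without over 20% cell loss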;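 note: in these data hits start at about 27%; measured in HUVEC primary endothelial cells; signal is the percent of cells scored E-selectin positive by PE staining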
#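 Test system: HUVEC | Signal: Immunofluorescence imaging | Read-out: Percent E-selectin-positive cells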
# RAD52 inh: RAD52 DNA annealing inhibitors, primary screen, biochemical, FRET, single point, set 2; 360,000 compounds, 0.46% hits; AID 651710, 2012; recombinant RAD52 DNA annealing, FRET fluorescence; DNA repair protein RAD52 homolog (Homo sapiens), P43351; inhibition, % at 18.7 µM;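 active = every replicate showing at least 50% inhibition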
# Target sequence (P43351 whole entry, looked up): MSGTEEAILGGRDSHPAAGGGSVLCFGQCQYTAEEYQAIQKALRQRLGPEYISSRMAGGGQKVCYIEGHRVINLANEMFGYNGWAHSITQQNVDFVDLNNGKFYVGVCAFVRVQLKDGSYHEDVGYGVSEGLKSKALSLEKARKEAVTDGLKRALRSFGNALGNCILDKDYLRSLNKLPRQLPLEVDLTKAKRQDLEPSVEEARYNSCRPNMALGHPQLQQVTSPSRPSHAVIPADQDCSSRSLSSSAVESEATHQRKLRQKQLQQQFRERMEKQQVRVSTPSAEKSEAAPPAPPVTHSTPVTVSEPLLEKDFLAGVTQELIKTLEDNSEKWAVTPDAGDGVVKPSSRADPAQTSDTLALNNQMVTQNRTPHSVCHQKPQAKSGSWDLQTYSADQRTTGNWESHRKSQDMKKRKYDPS
# EWS-Fli block: EWS/Fli-driven NR0B1 reporter inhibitors, primary screen, A673 cells, NR0B1 luciferase, luminescence, MLPCN library; viability-normalised; inhibition, % at 12.6 µM; 350,000 compounds, 0.67% hits;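 active = mean inhibition of at least 50% after viability correction, with every replicate also passing that limit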;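 note: firefly luciferase signal divided by Alamar Blue viability fluorescence both relative to DMSO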
# RAD54 branch: inhibitors of human RAD54 branch migration, primary screen, biochemical, fluorescence, single point | DNA repair and recombination protein RAD54-like (Homo sapiens), Q92698 | RAD54 Holliday junction branch migration, FAM/BHQ fluorescence | inhibition, % at 10.4 µM | 360,000 compounds, 0.14% hits | AID 602329, 2012;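 active = mean normalized replicate activity at least 40 and at least half of replicates scoring 40 or more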;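 note: 0% = median of neutral control wells and 100% = median of positive control wells; inhibitors cause a drop in the FAM fluorescence signal; in these data hits start at about 50%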
# S100A4 MyoIIA: inhibitors of S100A4-myosin IIA peptide binding, primary screen, biochemical, fluorescence polarization, TAMRA-MyoIIA peptide; Protein S100-A4 (Homo sapiens), P26447; inhibition, % at 10.7 µM; 360,000 compounds, 0.14% hits; AID 652163, 2013;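 active = mean inhibition of at least 70% across replicates, with every replicate also reaching that level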
# Target sequence (P26447 whole entry, looked up): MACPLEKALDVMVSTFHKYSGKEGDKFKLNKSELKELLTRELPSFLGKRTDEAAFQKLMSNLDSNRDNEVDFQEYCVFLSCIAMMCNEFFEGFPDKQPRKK
#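 assay system = human S100A4 monomer with TAMRA-labelled myosin IIA peptide | also added = labelled myosin peptide probe, 5 nM | incubation = 5 min between mix addition and reading | control set = DMSO and TFP controls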
# esBAF inh: Bmi1 luciferase reporter increase in mESCs, primary screen, esBAF inhibitor project, mouse ES cells, Bmi1 luciferase knock-in, single point. 350,000 compounds, 2% hits. reporter increase, % at 12.5 µM. 24 h; 100% = twice the neutral-well signal; in the data active = activation above about 40%;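 note: 0% = median of the plate's neutral control wells and 100% = double that signal; a rise in the Bmi1 reporter signal indicates esBAF inhibition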
# An asterisk follows results filed as active; nt = no result given; & = joins results of further samples.
SMILES,XiGFP reactiv,FN deposition inh,E-selectin induc,RAD52 inh,EWS-Fli block,RAD54 branch,S100A4 MyoIIA,esBAF inh
COC(=O)c1cc(C(=O)c2cc(F)ccc2O)cn2c(=O)c3c(C)c(C)sc3nc12,nt,2,0.5,-174,7,-15,-4,-6
COc1ccc2c3c(n(C)c2c1)[C@H](CO)N(S(C)(=O)=O)CC31CCN(C(=O)C2CC2)CC1,0.5,nt,-0.1,0,-8,nt,-7,nt
COc1ccc(Nc2nnc(SC(C(=O)Nc3ccc(OC)c(Cl)c3)c3ccccc3)s2)cc1 (configuration not stated),0.0,19,nt,-17,8,nt,-2,nt
O=C(COc1ccc(S(=O)(=O)N2CCOCC2)cc1)NCCN1CCOCC1,0.0,1,nt,-4,0,-5,-5,-3
O=C(c1ccc(OC2CCN(Cc3ccc(F)cc3)CC2)cc1)N1CCCC1,0.0,-2,nt,-1,3,-1,-1,4
Cc1nn(C)c(C)c1CN(C(=O)CCc1nnc(Cc2c[nH]c3ccccc23)o1)C(C)C,0.1,5,nt,-7,-9,nt,-1,nt
CCOc1ccc(S(=O)(=O)N2CCOCC2)cc1NC(=O)CN1C(=O)NC(C)(c2ccccc2)C1=O (configuration not stated),0.5,-6,nt,-12,-3,9,-4,0
O=C(Oc1ccccc1)c1ccccc1,-0.1,2,0.0,-9,-7,-1,3,nt
Cc1cccc(NC(=S)N/N=C(\c2ccccc2)C(C)C)c1,0.2,-22,nt,2,-57,nt,-1,nt
Cc1ccc(/C=N/NC(=O)c2ccc(NC(=O)c3ccc(Cl)cc3)cc2)o1,0.1,10,nt,-13,-4,11,1,10
O=C(C1CC1)N1CC(=O)N2[C@H](CO)[C@H](c3ccc(Br)cc3)[C@@H]2C1,0.0,-2,0.2,-6,-14,nt,-7,nt
Cc1ccccc1Oc1cc(-n2ncc(Cl)c(Cl)c2=O)ncn1,7.0,14,nt,-1,42,15,1,nt
COc1ccccc1CN(C)C[C@H]1OCc2cn(nn2)CCCC(=O)N([C@H](C)CO)C[C@H]1C,-0.1,-3,0.5,-4,2,-14,-2,-5
O=C(C[C@H]1CC[C@H](NS(=O)(=O)c2ccc(F)cc2)[C@@H](CO)O1)NC1CCC1,-0.4,nt,0.1,7,-4,-3,-3,0
Cc1ccc(SCC(=O)OC(C)C(=O)NC2(C#N)CCCCC2)cc1 (configuration not stated),0.0,0,0.3,-1,-1,nt,-3,nt
COc1ccc2c3c(n(C)c2c1)[C@H](CO)N(S(C)(=O)=O)CC31CCN(CC2CC2)CC1,0.2,nt,-0.1,24,-2,nt,13,nt
CC1(C)C[C@@H](O)CC2(C1)C[C@]1(C)CC(O)[C@H]2C(C)(C)C1 (some centres not stated),0.1,-15,1.3,-5,5,-8,-6,-10
CNC[C@@H]1Oc2ccc(NC(=O)Nc3ccc(F)cc3)cc2C(=O)N([C@H](C)CO)C[C@@H]1C,-0.1,-19,0.0,-16,-2,3,4,1
O=C(Nc1ccc2c(c1)[C@H]1C[C@@H](CC(=O)N3CCc4ccccc4C3)O[C@H](CO)[C@H]1O2)NC1CCCC1,0.2,nt,-0.6,-22,8,1,21,25
CCOC(=O)C1CCCN(C(=O)Nc2c(-c3ccccc3)noc2C)C1 (configuration not stated),0.1,-8,-0.1,4,4,-7,-4,-4
COc1ccc(C)cc1-n1nnnc1SCc1nc(N)nc(N(C)C)n1,0.0,nt,-1.5,-11,8,5&2,-4,-1
N#CCCN(C(=O)COC(=O)C1CCN(S(=O)(=O)c2ccc3c(c2)OCCO3)CC1)c1ccccc1,0.0,6,nt,-9,5,8,-4,-7
COCC(=O)Nc1ccc2c(c1)C(=O)N(C)C[C@H](OC)[C@H](C)CN(C(=O)COC)[C@H](C)CO2,0.0,-2,0.2,2,3,2,4,0
O=C(NCc1ccccn1)C1Nc2ccc(C(F)(F)F)cc2C2C=CCC12 (configuration not stated),-0.3,-5,0.0,-4,-2,-4,-1,3
N#CCC(=O)N/N=C/c1coc2ccccc2c1=O,-0.1,0,-0.2,-43,7,nt,-2,nt

# Other structures.
SMILES,XiGFP reactiv,FN deposition inh,E-selectin induc,RAD52 inh,EWS-Fli block,RAD54 branch,S100A4 MyoIIA,esBAF inh
Cc1nnc(SCC(=O)N(CC(C)C)c2c(N)n(CC(C)C)c(=O)[nH]c2=O)n1-c1ccccc1,0.1,-7,0.0,-13,12,nt,-1,nt
CN(C)CC#Cc1ccc([C@@H]2[C@@H](CO)N3CCCCN(C(=O)C4CCC4)C[C@@H]23)cc1,0.2,nt,-0.1,2,-14,-10,0,6
CCCCCCC#Cc1ccc2c(c1)COc1c3ccccc3nn1-2,0.0,11,0.0,-19,-77,-3,5,40
COc1ccc(N2CC(C)Cn3c2nc2c3c(=O)n(Cc3ccccc3)c(=O)n2C)c(OC)c1 (configuration not stated),-0.2,5,0.1,-12,0,2,1,7
CC(=O)Nc1cccc(NC(=O)NC2CC(=O)N(c3ccc4c(c3)OCCO4)C2)c1 (configuration not stated),0.0,-3,nt,2,-11,-5,1,-6
CN(C)S(=O)(=O)c1cccc(C(=O)OCC(=O)Nc2ccc3c(c2)OCCO3)c1,0.2,-11,nt,-17,-14,-7,-4,-4
CN(C)CC(=O)N1CCCCN2[C@H](CO)[C@@H](c3ccc(-c4cncnc4)cc3)[C@H]2C1,0.1,-17,0.0,nt,-9,-6,nt,0
CNc1ccc(OC)cc1-n1cnc(-c2ccc([N+](=O)[O-])cc2)c1,0.0,-3,0.3,-3,5,2,1,-2
COc1cc(/C=C/C(=O)OCC(=O)NCc2ccc3c(c2)OCO3)cc(OC)c1OC,0.0,-1,nt,-15,-1,2,-1,-11
COCC(=O)Nc1ccc2c(c1)OC[C@H](C)N(C(=O)c1cccnc1)C[C@@H](C)[C@H](OC)CN(C)C2=O,0.0,0,0.0,-10,6,-5,1,-2
CCCCCN(C(=O)CCC(=O)OCc1cccc(F)c1)c1c(N)n(CCCC)c(=O)[nH]c1=O,0.5,-3,nt,-1,12,-5,-18,-5
CCCC(=O)N1CCN(c2ccc(NC(=S)NC(=O)c3cccc(C)c3)cc2)CC1,-0.1,nt,nt,-31,22,0,4,nt
Cc1noc(C)c1NC(=O)Nc1ccc2c(c1)C(=O)N([C@@H](C)CO)C[C@@H](C)[C@H](CN(C)CC1CCCCC1)OCCCC[C@@H](C)O2,-1.0,nt,0.1,-2,-2,-1,-8,-1
COc1ccccc1C(=O)Nc1cccc2nc(C)ccc12,0.3,-5,nt,-10,-1,8,4,-3
COC(=O)c1ccc(/C=N/N2C(C)CCCC2C)cc1 (configuration not stated),0.1,2,2.5,-13,-19,nt,-10,nt
COc1ccc(S(=O)(=O)N(C)C[C@@H]2Oc3c(NC(=O)Nc4c(C)noc4C)cccc3C(=O)N([C@@H](C)CO)C[C@@H]2C)cc1,-0.9,-9,-6.0,nt,2,nt,nt,-2
COc1cccc(C(=O)NCC(=O)OCc2ccc(F)cc2Cl)c1,0.1,-15,nt,-12,5,nt,-4,nt
COc1cc(/C=N/NC(=O)c2ccc(Cn3cc([N+](=O)[O-])cn3)o2)cc(Br)c1O,0.0,-3,nt,-3,-15,7,1,-5
CCOC(=O)c1c(CN2CCC(C)CC2)n(C)c2cc(Br)c(OC)cc12,0.0,4,nt,-16,-7,nt,-4,nt
COc1ccc(CN(C)C[C@@H]2Oc3ccc(NC(=O)Nc4ccc(OC)cc4)cc3CC(=O)N([C@H](C)CO)C[C@H]2C)cc1,0.0,nt,0.0,24,-6,5,-10,-2
COC(=O)c1ccccc1Oc1cnc2ccccc2n1,0.1,-1,0.1,-18,-28,0,1,-12
CCCNC(=O)C[C@@H]1CC[C@H]2[C@H](COc3ccc(NC(=O)c4cc(F)cc(F)c4)cc3C(=O)N2C)O1,0.2,4,0.1,nt,3,-9,nt,4
COCc1c(Br)c(C)nc(OCC(=O)N/N=C/c2cc(C)n(-c3ccc([N+](=O)[O-])cc3)c2C)c1C#N,0.4,-1,nt,-9,-6,nt,-13,nt

# Among those listed so far, these have fluorine.
SMILES,XiGFP reactiv,FN deposition inh,E-selectin induc,RAD52 inh,EWS-Fli block,RAD54 branch,S100A4 MyoIIA,esBAF inh
COC(=O)c1cc(C(=O)c2cc(F)ccc2O)cn2c(=O)c3c(C)c(C)sc3nc12,nt,2,0.5,-174,7,-15,-4,-6
O=C(c1ccc(OC2CCN(Cc3ccc(F)cc3)CC2)cc1)N1CCCC1,0.0,-2,nt,-1,3,-1,-1,4
O=C(C[C@H]1CC[C@H](NS(=O)(=O)c2ccc(F)cc2)[C@@H](CO)O1)NC1CCC1,-0.4,nt,0.1,7,-4,-3,-3,0
CNC[C@@H]1Oc2ccc(NC(=O)Nc3ccc(F)cc3)cc2C(=O)N([C@H](C)CO)C[C@@H]1C,-0.1,-19,0.0,-16,-2,3,4,1
O=C(NCc1ccccn1)C1Nc2ccc(C(F)(F)F)cc2C2C=CCC12 (configuration not stated),-0.3,-5,0.0,-4,-2,-4,-1,3
CCCCCN(C(=O)CCC(=O)OCc1cccc(F)c1)c1c(N)n(CCCC)c(=O)[nH]c1=O,0.5,-3,nt,-1,12,-5,-18,-5
COc1cccc(C(=O)NCC(=O)OCc2ccc(F)cc2Cl)c1,0.1,-15,nt,-12,5,nt,-4,nt
CCCNC(=O)C[C@@H]1CC[C@H]2[C@H](COc3ccc(NC(=O)c4cc(F)cc(F)c4)cc3C(=O)N2C)O1,0.2,4,0.1,nt,3,-9,nt,4
